Xi reactivation = activators of X-chromosome reactivation in mouse fibroblasts | activation, % at 7.58 µM | XiGFP mouse fibroblasts, % GFP-positive cells imaging, 3 d; cells co-treated with 5-aza-dC sensitizer; scaled so ellipticine positive control = 100% | 360,000 tested, 0.055% active;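 active = mean normalized replicate activation at least 10% and every replicate at or above 10%; inconclusive = only one of the two criteria met; inactive = mean below 10% and not all replicates reach 10%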;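 note: 0% = median of on-plate neutral control wells and 100% = ellipticine 6 µM median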
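Material: SV40-immortalized XiGFP fibroblast cells, line 68-5-11 | Buffer or medium: DMEM containing 5-aza-dC | Dosing: One concentration, pinned | Times: 3 d treatment, 15 min room-temperature fixation | Controls: Ellipticine 6 µM positive control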
F508del corr = CFTR F508del correction in bronchial cells; AID 720511; 350,000 tested, 0.36% active; activity (quench increase), % at 7.58 µM; CFBE cells, YFP halide quenching; stimulated with forskolin plus potentiator P3; % fluorescence drop versus neutral controls;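 active = mean added fluorescence quench of at least 8% versus neutral control, with both replicates also reaching 8%; inconclusive = only one of the mean or replicate conditions met; inactive = mean below 8% and not both replicates reaching 8%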;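 note: cells transiently co-express mutant CFTR-F508del with the halide-sensitive YFP; corrector assay measuring rescue of mutant channel to the surface after 24 h compound exposure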
ARNT-TACC3 inh = disruptors of human ARNT/TACC3 interaction; AID 623870; AlphaScreen His-ARNT PAS-B/GST-TACC3 binding, luminescence; TACC3 fragment carries E629A point mutation; 390,000 tested, 0.66% active; Q9Y6A5; inhibition, % at 9.99 µM;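 active = mean inhibition of replicates at least 50% and at least half of replicates each reaching 50%; inconclusive = half or more replicates reach 50% but mean below 50%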;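 note: 0% = complete ARNT plus TACC3 wells and 100% = ARNT alone without TACC3; many hits fall short of the cut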
INS-1E GSIS act = primary screen for activators of insulin secretion dependent on glucose, INS-1E cells, GLuc reporter luminescence; INS-1E GLuc reporter insulin secretion, 2-3 h; activation, % at 16.6 µM; 370,000 tested, 0.61% active;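 active = lowest replicate activation of at least 40%, so every replicate reaches that level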;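 note: 0% = median of neutral control wells and 100% = median of IBMX positive control wells; some compounds called inactive have numbers as strong as hits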
RAD54 inh = inhibitors of human RAD54 branch migration | Q92698 | 360,000 tested, 0.14% active | inhibition, % at 10.4 µM | RAD54 Holliday junction branch migration, FAM/BHQ fluorescence;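 active = mean normalized replicate activity at least 40 and at least half of replicates scoring 40 or more; inconclusive = only one of the two criteria met; inactive = mean below 40 and under half of replicates reaching 40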;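 note: 0% = median of neutral control wells and 100% = median of positive control wells; inhibitors cause a drop in the FAM fluorescence signal; in these data hits start at about 50%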
RAD52 inh = inhibitors of human RAD52 DNA annealing | 360,000 tested, 0.46% active | P43351 | recombinant RAD52 DNA annealing, FRET fluorescence | inhibition, % at 18.7 µM;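 active = every replicate showing at least 50% inhibition; inconclusive = mean inhibition at least 50% but not in every replicate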
ERAP1 HTS inh = inhibitors of human ERAP1 aminopeptidase; Q9NZ08; AID 652197; recombinant ERAP1, Leu-AMC fluorescence, 60 min; inhibition, % at 10.7 µM; 340,000 tested, 0.15% active;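 active = mean replicate inhibition of at least 30%, or all replicates individually reaching that 30% level; inactive = mean below 30% and not every replicate reaching it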;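 note: 0% = neutral control wells and 100% = L-leucinethiol positive control wells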
Target sequence (Q9NZ08 whole entry, looked up): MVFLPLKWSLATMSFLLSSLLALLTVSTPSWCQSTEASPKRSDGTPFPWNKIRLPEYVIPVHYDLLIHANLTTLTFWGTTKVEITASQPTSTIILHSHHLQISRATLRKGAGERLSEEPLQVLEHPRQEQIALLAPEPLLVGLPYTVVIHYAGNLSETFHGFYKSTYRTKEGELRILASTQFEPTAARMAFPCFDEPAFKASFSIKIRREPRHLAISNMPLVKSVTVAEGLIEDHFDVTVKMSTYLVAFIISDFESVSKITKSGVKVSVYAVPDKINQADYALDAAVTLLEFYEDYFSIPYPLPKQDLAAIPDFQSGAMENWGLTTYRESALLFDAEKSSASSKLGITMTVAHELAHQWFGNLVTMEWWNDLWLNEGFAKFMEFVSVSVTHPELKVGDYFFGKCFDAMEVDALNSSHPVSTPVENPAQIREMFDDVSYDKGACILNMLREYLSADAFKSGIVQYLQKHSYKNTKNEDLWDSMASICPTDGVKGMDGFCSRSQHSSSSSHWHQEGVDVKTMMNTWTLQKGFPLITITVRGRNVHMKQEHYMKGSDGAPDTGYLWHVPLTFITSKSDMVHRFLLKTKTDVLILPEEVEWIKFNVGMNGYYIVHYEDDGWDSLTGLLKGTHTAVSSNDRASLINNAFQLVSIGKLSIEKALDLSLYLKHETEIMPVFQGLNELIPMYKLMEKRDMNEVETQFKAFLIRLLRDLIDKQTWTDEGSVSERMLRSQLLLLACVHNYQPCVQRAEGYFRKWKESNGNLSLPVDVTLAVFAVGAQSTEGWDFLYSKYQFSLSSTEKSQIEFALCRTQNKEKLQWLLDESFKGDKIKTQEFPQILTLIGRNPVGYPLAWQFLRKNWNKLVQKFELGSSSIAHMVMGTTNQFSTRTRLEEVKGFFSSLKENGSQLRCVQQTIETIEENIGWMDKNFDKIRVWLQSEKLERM
esBAF inh = blocks esBAF chromatin remodeling in mouse ES cells; Bmi1-luciferase knock-in reporter, 24 h; 100% = twice the neutral-well signal; reporter increase, % at 12.5 µM; 350,000 tested, 2% active; AID 602393; in the data active = activation above about 40%; inconclusive = no clear call, values can overlap the other calls;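 note: 0% = median of the plate's neutral control wells and 100% = double that signal; a rise in the Bmi1 reporter signal indicates esBAF inhibition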
An asterisk follows results filed as active; i = inactive; ? = inconclusive; / = not tested or not shown. No enrichment for hits; about 3.3% have a hit in one of these screens.

entry	smiles	ERAP1 HTS inh	ARNT-TACC3 inh	RAD52 inh	RAD54 inh	INS-1E GSIS act	F508del corr	Xi reactivation	esBAF inh
1	Cc1cccc(N2C(S)=C(C#N)C(=O)NC2c2ccco2)c1 (stereo not given)	1.3	5.5	-36.8	-11.1	-15.8	-4.3	0.0	6.3
2	Cc1ccc(NC(=O)C(C)OC(=O)COc2cccc(C(F)(F)F)c2)cc1S(=O)(=O)N1CCOCC1 (stereo not given)	-1.8	0.6	-17.5	-5.4	-21.7	-3.4	0.5	-4.8
3	COC(=O)[C@@]1(Cc2ccc(F)cc2)[C@H]2c3cc(C(=O)N4CCCC4)n(CCc4c[nH]c5ccc(OC)cc45)c3C[C@H]2CN1C(=O)c1ccccc1	3.0	/	-30.5	/	-11.0	1.6	0.0	/
4	O=C(CCC1CCN(C(=O)c2ccccc2Cl)CC1)NCc1ccc(F)cc1	4.6	-12.9	-6.6	-5.7	2.7	-3.1	-0.1	10.7
5	OC1CCN(Cc2nc(Cc3ccccc3Cl)no2)CC1	-0.8	/	-7.4	-0.8	-5.2	-5.4	0.1	-5.3
6	CC(C)NC(=O)N1[C@@H]2c3ccc(-c4ccccc4F)c(=O)n3C[C@@H]2[C@@H](CO)[C@@H]1C(=O)NC1CCC1	-0.7	-0.4	-12.7	4.6	-4.8	/	0.1	-0.5
7	CC(OC(=O)c1ccc(S(=O)(=O)NCc2ccco2)cc1)C(=O)Nc1ccccc1 (stereo not given)	2.7	10.7	-14.5	/	/	1.2	0.0	/
8	CN(Cc1cnccn1)Cc1cn(Cc2ccccc2)nc1-c1ccc2c(c1)OCO2	2.0	1.4	-14.3	/	7.1	1.9	0.1	/
9	Cc1noc(C)c1NC(=O)Nc1cccc2c1O[C@@H](CN(C)C(=O)NC1CCCCC1)[C@H](C)CN([C@@H](C)CO)C2=O	-1.2	-8.8	-8.3	4.2	3.0	1.7	0.2	5.4
10	COCCN(Cc1cccs1)S(=O)(=O)c1ccc(-c2ccc(=O)[nH]n2)s1	0.4	-4.5	-18.3	6.7	8.5	1.2	0.1	-0.5
11	C/C=C/c1ccc([C@@H]2[C@@H](C#N)N(C(=O)NC3CCCC3)[C@@H]2CO)cc1	-1.2	-13.4	-15.5	0.6	5.2	-1.4	-0.1	-4.0
12	CC(Sc1ccccc1F)C(=O)Nc1cccc(S(=O)(=O)N2CCOCC2)c1 (stereo not given)	-3.4	/	-13.0	-4.0	9.7	-0.9	0.1	-6.7
13	O=C(CN1C(=O)c2ccccc2S1(=O)=O)NCc1cccnc1	/	-4.8	/	-7.4	21.8	/	/	9.8
14	COc1ccc(NC(=O)Nc2ccc3c(c2)C(=O)N([C@H](C)CO)C[C@@H](C)[C@H](CN(C)Cc2ccncc2)OCCCC[C@@H](C)O3)cc1	1.9	-7.9	10.8	-2.1	-8.3	0.1	-0.7	0.7
15	CC(C)[C@H](NC(=O)N1CC(=O)Nc2ccccc21)C(=O)N[C@H](Cc1ccccc1)C(=O)O	/	-6.7	-13.6	-2.2	-5.9	-5.4	/	3.7
16	Cc1cc(Nc2cccc([N+](=O)[O-])c2)cc(=O)n1-c1cccc([N+](=O)[O-])c1	-0.9	/	-17.5	/	9.8	-0.1	0.4	/
17	COc1ccc(C#Cc2ccc3c(c2)[C@H]2[C@H](CCN2C(=O)CC2CC2)[C@@H](CO)N3)cc1	-2.7	27.3	-8.1	10.2	15.4	0.9	0.0	5.1
18	CC(Cc1cccnc1)NC(=O)c1ccccc1OC1CCN(S(C)(=O)=O)CC1 (stereo not given)	-1.5	-11.0	-3.2	/	-6.8	-1.9	-0.1	/
19	Cc1ccc2c(c1)[C@H]1[C@H](CO2)[C@H](c2ccccc2)[C@]2(C)C(=O)Nc3ccc(F)cc3C(=O)N12	0.1	-10.2	-1.8	-13.8	/	-3.1	0.0	-6.1
20	COc1ccc(NC(=O)Nc2cccc3c2O[C@@H](CN(C)C(=O)Nc2ccc(F)cc2)[C@H](C)CN([C@H](C)CO)C3=O)cc1	3.0	8.4	4.8	15.4	1.4	-2.5	-1.4	1.4
21	CC(NC(=O)C12CC3CC(CC(O)(C3)C1)C2)c1ccc(Cl)cc1Cl (stereo not given)	-3.1	-10.8	-1.5	-4.8	-0.2	1.9	0.0	0.8
22	CCNC(=O)C[C@H]1CC[C@H]2[C@@H](COc3ccc(NC(=O)c4ccc5c(c4)OCO5)cc3C(=O)N2C)O1	0.6	0.2	0.3	-18.2	5.8	2.0	0.2	-3.5
23	CCCC#Cc1ccc2c(c1)O[C@H](CN(C)C(C)=O)[C@@H](C)CN([C@H](C)CO)S2(=O)=O	0.6	2.0	12.0	1.5	-7.6	-0.9	-1.2	5.0
24	Cc1nc(NC(=O)c2ccccc2)sc1-c1cc(C(=O)O)nn1Cc1ccccc1	4.2	/	-1.1	-2.9	-10.2	6.6	0.0	-1.2

Compound profiles, as listed above. Order of screens: ERAP1 HTS inh	ARNT-TACC3 inh	RAD52 inh	RAD54 inh	INS-1E GSIS act	F508del corr	Xi reactivation	esBAF inh
COc1ccc(NC(=O)Nc2cccc3c2O[C@@H](CN(C)C(=O)Nc2ccc(F)cc2)[C@H](C)CN([C@H](C)CO)C3=O)cc1 as listed: 3.0	8.4	4.8	15.4	1.4	-2.5	-1.4	1.4
Cc1nc(NC(=O)c2ccccc2)sc1-c1cc(C(=O)O)nn1Cc1ccccc1 as listed: 4.2	/	-1.1	-2.9	-10.2	6.6	0.0	-1.2

The listing continues:
entry	smiles	ERAP1 HTS inh	ARNT-TACC3 inh	RAD52 inh	RAD54 inh	INS-1E GSIS act	F508del corr	Xi reactivation	esBAF inh
25	CNc1ncc(Cc2ccccc2)s1	1.2	2.3	-2.2	-8.9	3.5	-1.3	0.0	/
26	Cc1ccc(S(=O)(=O)N(C)C[C@H]2Oc3c(cccc3N(C)C)C(=O)N([C@H](C)CO)C[C@H]2C)cc1	-0.2	/	-5.3	2.7	1.7	-2.1	0.0	-0.7
27	COc1cc(SC)ccc1C(=O)Nc1cccc(S(=O)(=O)NC2=NCCC2)c1	-0.1	-5.0	-20.5	-7.8	1.1	5.5	0.0	18.3
28	O=C(CSc1nc2ccc(Cl)cc2[nH]1)c1cccs1	4.6	3.4	-31.3	/	17.1	-1.3	0.1	?
29	O=C(NC1Cc2ccccc2C1)[C@@H]1[C@@H](CO)[C@@H]2Cn3c(ccc(-c4ccccc4F)c3=O)[C@H]1N2	4.8	9.0	-18.5	4.1	7.0	-0.8	0.7	2.3
30	CN1c2ccc(-c3cccc(F)c3)cc2[C@H]2[C@H](CCN2C(=O)c2ccc3c(c2)OCO3)[C@H]1CO	-1.6	14.2	-9.2	-0.3	-34.0	3.0	0.2	-1.6
31	Cc1ccn2cc(CCNS(=O)(=O)c3ccc([N+](=O)[O-])cc3)nc2c1	-1.0	1.2	-0.4	/	17.6	1.7	0.0	-5.4
32	CN(C)/C=C/C(=O)Oc1ccc(Cl)cc1Cl	-1.6	0.9	-14.4	/	-2.7	-4.8	0.1	/
33	CC(=O)OCCn1c(C)[n+](CCOC(C)=O)c2cc(Cl)c(Cl)cc21	0.9	-5.3	-7.2	/	15.2	-0.2	0.0	/
34	O=C(C1CC1)N1CC[C@@H]2[C@H](CO)Nc3ccc(C#Cc4ccc(F)cc4)cc3[C@@H]21	/	-1.9	/	-17.8	-30.3	0.7	0.5	-2.7
35	CCC(C)(C)c1ccc(OCC(=O)Nc2ccncc2)cc1	-0.1	-6.4	-8.4	-3.6	-26.9	-0.3	0.0	0.4
36	COc1ccccc1C(=O)Nc1ccc2c(c1)OC[C@H](C)N(C(C)=O)C[C@@H](C)[C@H](OC)CN(C)C2=O	/	3.3	-6.0	-8.3	-4.4	2.4	0.0	1.7

Nos. 35 to 36, reprinted for reference:
entry	smiles	ERAP1 HTS inh	ARNT-TACC3 inh	RAD52 inh	RAD54 inh	INS-1E GSIS act	F508del corr	Xi reactivation	esBAF inh
35	CCC(C)(C)c1ccc(OCC(=O)Nc2ccncc2)cc1	-0.1	-6.4	-8.4	-3.6	-26.9	-0.3	0.0	0.4
36	COc1ccccc1C(=O)Nc1ccc2c(c1)OC[C@H](C)N(C(C)=O)C[C@@H](C)[C@H](OC)CN(C)C2=O	/	3.3	-6.0	-8.3	-4.4	2.4	0.0	1.7

Compounds above containing an aryl thioether with sulfur outside any ring:
entry	smiles	ERAP1 HTS inh	ARNT-TACC3 inh	RAD52 inh	RAD54 inh	INS-1E GSIS act	F508del corr	Xi reactivation	esBAF inh
12	CC(Sc1ccccc1F)C(=O)Nc1cccc(S(=O)(=O)N2CCOCC2)c1 (stereo not given)	-3.4	/	-13.0	-4.0	9.7	-0.9	0.1	-6.7
27	COc1cc(SC)ccc1C(=O)Nc1cccc(S(=O)(=O)NC2=NCCC2)c1	-0.1	-5.0	-20.5	-7.8	1.1	5.5	0.0	18.3
28	O=C(CSc1nc2ccc(Cl)cc2[nH]1)c1cccs1	4.6	3.4	-31.3	/	17.1	-1.3	0.1	?

Further records.
entry	smiles	ERAP1 HTS inh	ARNT-TACC3 inh	RAD52 inh	RAD54 inh	INS-1E GSIS act	F508del corr	Xi reactivation	esBAF inh
37	O=C(c1ccc(Cl)cc1)c1oc2ccccc2c1CS(=O)c1ccccc1 (stereo not given)	/	-1.5	/	4.7	-21.1	/	/	-4.9
38	CCOC(=O)[C@H]1[C@H]2COc3ccc(OC)cc3[C@@H]2N2C(=O)c3cc(OC)c(OC)cc3NC(=O)[C@@]12C	3.4	-4.2	1.4	14.8	-12.8	2.2	0.0	-5.1
39	COc1ccc(OC)c(/C=N/NC(=O)c2cc3c(OC)c(OC)ccc3[nH]2)c1	-0.5	2.3	-7.9	/	-6.5	-1.5	-0.1	/
40	CS(=O)(=O)Nc1cccc(C(=O)OCCCOc2ccc(F)cc2)c1	-5.5	9.4	-15.2	-8.6	-10.0	-3.2	0.1	-4.7
41	Cc1ccc(C(=O)Nc2ccccc2-c2ccccc2)cc1[N+](=O)[O-]	0.1	-0.9	-12.0	0.1	-11.3	-4.2	/	-2.9
42	O=c1c2ccccc2cnn1-c1ccc(Cl)nn1	-4.1	-2.4	-14.3	/	-5.4	0.7	0.0	/
43	Cc1ccc(C(=O)CCc2ccc(N)cc2)cc1	3.7	-5.2	-32.9	-0.2	2.2	-1.7	0.2	26.1
44	O=c1[nH]cnc2c1c(-c1ccccc1)cn2-c1cccc(Cl)c1	-1.1	-13.5	-7.3	-2.6	-2.3	4.6	0.0	-3.4
45	CCS(=O)(=O)Nc1ccc2c(c1)C(=O)N(C)C[C@H](OC)[C@@H](C)CN(Cc1nccs1)[C@H](C)CO2	1.3	10.3	-6.3	5.2	2.9	1.0	0.4	-1.2
46	N#CCCN(CCC#N)C(=O)C1c2ccccc2Oc2ccccc21	5.7	1.6	i	-58.9	-9.4	2.2	0.1	-12.0

Assay outcomes from PubChem.
